Screens (PubChem BioAssay)
bIAP inhibitor = intestinal alkaline phosphatase (bovine) inhibition. purified bovine IAP, CDP-star luminescence, 30 min. 190,000 tested, under 10 active. inhibition, % at 20 µM. AID 1019;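 active means over 50% inhibition of intestinal alkaline phosphatase at 20 µM in the single-dose screen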
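Incubation: 30 min reaction at room temperature / Material: purified bovine intestinal alkaline phosphatase (IAP) enzyme / Input: enzyme at 1/65,000,000 dilution / Dosing: 20 µM single dose / Signal: CDP-star luminescence signal / Reagent: CDP-star chemiluminescent phosphatase substrate, 30 µM final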
L major viab = Leishmania major promastigote growth inhibition. actives 9% (n = 200,000). inhibition, % at 10 µM. Leishmania major promastigotes, resazurin fluorescence viability; in the data active means inhibition above about 50%;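 further: promastigotes grown with compound for 44 hours at 28 °C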
TNAP act hiacc = increases human TNAP activity under high phosphate acceptor concentration. P05186. activation factor at 20 µM. 200,000 tested, under 10 active. purified TNAP, CDP-star luminescence, 1 M DEA, 30 min; hits give high values; 0 = EDTA background, 1 = DMSO-only activity;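 active means activation factor at least 2 at 20 µM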
Target sequence (P05186 whole entry, looked up): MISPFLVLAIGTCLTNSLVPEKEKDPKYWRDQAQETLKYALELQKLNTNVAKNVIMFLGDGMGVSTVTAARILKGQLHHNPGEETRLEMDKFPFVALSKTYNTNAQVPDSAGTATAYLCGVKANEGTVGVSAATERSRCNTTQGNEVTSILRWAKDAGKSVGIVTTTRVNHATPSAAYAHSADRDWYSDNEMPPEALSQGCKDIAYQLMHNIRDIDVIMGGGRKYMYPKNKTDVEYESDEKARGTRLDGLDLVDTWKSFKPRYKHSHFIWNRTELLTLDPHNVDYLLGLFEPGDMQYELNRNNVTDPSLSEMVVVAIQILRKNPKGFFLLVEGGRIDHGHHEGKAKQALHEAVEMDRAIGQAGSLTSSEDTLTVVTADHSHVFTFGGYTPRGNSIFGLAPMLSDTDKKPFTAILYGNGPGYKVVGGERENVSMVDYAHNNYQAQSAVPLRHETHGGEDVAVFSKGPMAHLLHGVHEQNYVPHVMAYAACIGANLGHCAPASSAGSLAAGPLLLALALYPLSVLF
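Test system – human TNAP · Doses – 20 µM single point · Incubation – 30 min, room temperature · Signal – luminescent substrate turnover signal · Read-out basis – activation factor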
PMI act hi M6P = activators of human phosphomannose isomerase at near-saturating mannose 6-phosphate. AID 1216. P34949. activation factor at 20 µM. coupled PMI enzyme assay, resazurin fluorescence, 20 min; hits give high values; 1 = untreated enzyme, 0 = substrate-free blank. actives 0.34% (n = 190,000);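 active means activation factor of 2 or more at 20 µM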
Target sequence (P34949 whole entry, looked up): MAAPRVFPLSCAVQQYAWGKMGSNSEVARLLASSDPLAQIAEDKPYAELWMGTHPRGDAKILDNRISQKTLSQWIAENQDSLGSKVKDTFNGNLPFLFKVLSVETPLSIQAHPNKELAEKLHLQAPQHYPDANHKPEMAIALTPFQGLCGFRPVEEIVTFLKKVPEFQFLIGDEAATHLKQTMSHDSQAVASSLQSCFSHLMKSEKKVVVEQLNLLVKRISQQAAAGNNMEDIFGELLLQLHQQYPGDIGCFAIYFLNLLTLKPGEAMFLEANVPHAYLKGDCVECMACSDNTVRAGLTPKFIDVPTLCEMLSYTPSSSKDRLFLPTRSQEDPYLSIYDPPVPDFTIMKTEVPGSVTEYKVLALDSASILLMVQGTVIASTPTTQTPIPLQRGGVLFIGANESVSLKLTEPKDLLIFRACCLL
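Material: human phosphomannose isomerase with PGI, G6PDH, diaphorase coupling enzymes; amount: PMI at 15 ng/mL final; also added: Mannose-6-phosphate 1.0 mM (near-saturating) plus 0.22 mM NADP+; incubation: enzyme reaction with compound 20 min at room temperature; signal: resorufin fluorescence (Ex 544/Em 590 nm) from resazurin via diaphorase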
bIAP activator = intestinal alkaline phosphatase (bovine) activation; purified bovine IAP, CDP-star luminescence, 30 min; hits give high values; fold of DMSO-control signal, blank-subtracted; activation factor at 20 µM; actives 0.17% (n = 200,000); AID 1016;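 active means activation factor of 2 or more at 20 µM, a signal rise over negative controls twice the positive control's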
TNAP inh noacc = inhibitors of human TNAP without phosphate acceptor | P05186 | purified TNAP, CDP-star luminescence, 30 min | inhibition, % at 20 µM | actives 0.26% (n = 200,000) | AID 1012;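 active means tissue-nonspecific alkaline phosphatase inhibition above about 50% at 20 µM in the single-dose screen, limit read from the data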;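 further: 0% = DMSO negative control and 100% = EDTA positive control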
PMI activator = phosphomannose isomerase (human) activation; purified human PMI, coupled resazurin fluorescence, 20 min; hits give high values; 1 = vehicle control, 0 substrate-free wells; P34949; AID 1214; actives 0.005% (n = 190,000); activation factor at 20 µM;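 active means activation factor of 2 or more at 20 µM, relative to plate controls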
Diaph inh CS = counter-screen for diaphorase-based assays: diaphorase inhibitors and chemical oxidizers; inhibition, % at 20 µM; diaphorase resazurin-to-resorufin fluorescence, NADH, 16 min; bacterial (C. kluyveri) enzyme, not human; actives 0.69% (n = 190,000);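 active means primary screen inhibition at 20 µM above a set limit, cut at about 50% in these data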;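 further: plate controls were DMSO with full reaction for no effect and wells lacking NADH for full effect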
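Assay system: diaphorase enzyme from Clostridium kluyveri. Quantity: enzyme working solution with 0.14 U/mL diaphorase. Schedule: reaction incubation of 16 min at room temperature. Technique: resorufin fluorescence, excitation 544 nm, emission 590 nm. Controls: No-NADH positive control and DMSO neutral control.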
TNAP inh hi DEA = inhibitors of human TNAP at high phosphate acceptor concentration; actives 0.03% (n = 200,000); purified TNAP, CDP-star luminescence, 1 M DEA; inhibition, % at 20 µM;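 active means over 50% inhibition of tissue-nonspecific alkaline phosphatase at 20 µM in the single-dose screen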;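 further: plate controls were DMSO wells for no effect and EDTA-quenched wells as full inhibition for full effect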
Diaph act CS = counter-screen for diaphorase-based assays: diaphorase activators and chemical reducers; Diaphorase/resazurin coupled assay, resorufin fluorescence, 16 min; hits give high values; 1 = vehicle wells, 0 = NADH-free wells; activation factor at 20 µM; actives 0.005% (n = 190,000); AID 1229;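 active means diaphorase activity raised at least twofold by the compound at 20 µM; inactive means activation factor below 2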
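Test system: Clostridium kluyveri diaphorase, purified enzyme; input: enzyme 0.07 U/mL final; buffer or medium: 50 mM HEPES pH 7.4 with 4.542 mM MgCl2, 0.005% Tween 20; also added: 0.114 mM NADH and 0.1 mM resazurin, final amounts; schedule: 16 min enzyme reaction, ambient temperature; technique: fluorescence of resorufin, 544 nm excitation, 590 nm emission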
* marks the source's active call; other numbers are inactive results; x = no result given.

Compound	TNAP act hiacc	bIAP activator	Diaph inh CS	TNAP inh hi DEA	bIAP inhibitor	PMI act hi M6P	L major viab	TNAP inh noacc	PMI activator	Diaph act CS
CN=C1S/C(=C\c2ccc(N3CCCC3)c(F)c2)C(=O)N1C	1	1	8	5	2	0.9	1	0	0.9	0.9
CC(C)COC(=O)c1ccc(NC(=O)C2C3CCC(C3)C2C(=O)O)cc1 (configuration not stated)	1	0.9	9	-4	6	0.9	24	2	1.1	0.9
CN(C(=O)COC(=O)c1ccc(Cl)c(N)c1)c1ccccc1	1.1	1	15	-8	2	1.1	-1	-16	1.2	0.9
CN(C)S(=O)(=O)c1ccc(C(=O)NCc2ccccn2)cc1	1	1.2	0	-2	-17	1	-4	-13	1	1
CCN(CC)c1ccc(C(=S)NC2CCCCC2)cc1	1	0.9	7	-4	5	0.9	4	-15	0.7	0.9
Cc1cc(/C=C2/C(=O)NN(c3ccccc3)C2=O)c(C)n1-c1cccc(O)c1	0.9	0.9	22	12	8	0.9	8	-3	0.8	0.8
CCOC(=O)Cn1cc(/C=N/NC(=O)c2ccc(C#N)cc2F)c2ccccc21	1	0.9	13	2	9	1	-4	-14	1	0.9
Cc1ccc(NC(=O)C(OC(=O)c2ccc(NC(N)=O)cc2)c2ccccc2)cc1Cl (configuration not stated)	1	0.8	15	-3	18	1	5	-5	0.8	0.8
COc1ccc(N=C2CC(C)(C)CC(=O)/C2=C(/O)c2ccccc2)cc1	1.1	1	14	-5	1	1	13	-10	1	0.9
Cc1ccc(C)c(NC(=O)C2CCCN2C(=O)NC2CCCCC2)c1 (configuration not stated)	1	1	8	-3	1	1	-1	-4	1	0.9
Cc1cc(CSc2nc(C)cc(=O)[nH]2)c2ncccc2c1	1	1	-7	-4	-4	1	-6	-10	1	1.1
O=C(Nc1ccc(N2CCOCC2)cc1)c1ccc(S(=O)(=O)N2CCCCC2)cc1	1	0.9	8	1	9	0.9	-2	-3	0.9	0.9
CC(=O)c1cn(CC(=O)Nc2cccc(C)c2C)c2ccccc12	1	1	-15	-5	4	1	22	-21	1	1.1
C/C(=N\OCC(=O)Nc1ccccc1C(=O)O)c1cccs1	1	1	6	-4	0	0.9	-6	-11	1.1	0.9
CC1CCCC(C)N1C(=O)CSc1nc(N)c(-c2ccccc2)c(=O)[nH]1 (configuration not stated)	1.1	1	-7	-6	3	1.1	-5	-5	1	1.1
O=C(Cn1ncc(Cl)c(Cl)c1=O)NCC1CCCCC1	1	0.9	16	1	5	1	28	-15	1.1	0.8
CCS(=O)(=O)c1nc(S(=O)(=O)c2ccc(Cl)cc2)c(NCc2ccco2)s1	0.9	1	19	6	3	0.9	0	-6	0.8	0.8
C1CCC2(CC1)OCC1(CO2)COC2(CCCCC2)OC1	1	1	9	0	2	1	-4	-8	0.9	0.9
Clc1cccc(Oc2ncc(CN3CCOCC3)s2)c1	1	1	6	1	0	0.9	62*	-3	1	0.9
c1ccc(CC2CCN(Cc3ccccn3)CC2)cc1	1	1.2	5	-2	-16	1.1	-6	-3	1	0.9

Profiles from above:
`Cc1cc(CSc2nc(C)cc(=O)[nH]2)c2ncccc2c1` as listed: TNAP act hiacc: 1; bIAP activator: 1; Diaph inh CS: -7; TNAP inh hi DEA: -4; bIAP inhibitor: -4; PMI act hi M6P: 1; L major viab: -6; TNAP inh noacc: -10; PMI activator: 1; Diaph act CS: 1.1
`CC1CCCC(C)N1C(=O)CSc1nc(N)c(-c2ccccc2)c(=O)[nH]1` (configuration not stated) as listed: TNAP act hiacc: 1.1; bIAP activator: 1; Diaph inh CS: -7; TNAP inh hi DEA: -6; bIAP inhibitor: 3; PMI act hi M6P: 1.1; L major viab: -5; TNAP inh noacc: -5; PMI activator: 1; Diaph act CS: 1.1
`CCS(=O)(=O)c1nc(S(=O)(=O)c2ccc(Cl)cc2)c(NCc2ccco2)s1` as listed: TNAP act hiacc: 0.9; bIAP activator: 1; Diaph inh CS: 19; TNAP inh hi DEA: 6; bIAP inhibitor: 3; PMI act hi M6P: 0.9; L major viab: 0; TNAP inh noacc: -6; PMI activator: 0.8; Diaph act CS: 0.8

(listing goes on)
Compound	TNAP act hiacc	bIAP activator	Diaph inh CS	TNAP inh hi DEA	bIAP inhibitor	PMI act hi M6P	L major viab	TNAP inh noacc	PMI activator	Diaph act CS
Cn1c(SCc2nc3ccccc3[nH]2)nnc1-c1cccs1	1	1.3	8	-1	-31	1	4	-10	1	0.9
CCN1CCN(CCCNc2ncnc3nc[nH]c23)CC1	1	1.2	-8	-1	-19	1	-7	-21	0.9	1.1
CC1CC(C)CN(CC(C)(C)NS(=O)(=O)c2ccccc2)C1 (configuration not stated)	1.1	0.7	6	-6	34	1.2	89*	-10	1	0.9
Cc1ccc(NC(=O)c2c(C)nc3sc(C(=O)NC4CCCC4)c(N)c3c2-c2ccco2)c(C)c1	1	0.9	8	1	6	1	-4	-7	1	0.9
COC(=O)c1ccc(Oc2nc(NC(C)(C)C)nc(N3CCOCC3)n2)cc1	1	1	4	-5	2	1	-10	-7	1	1
CC1Cc2ccccc2N1C(=O)Cn1cnc2ccccc2c1=O (configuration not stated)	1	1	1	-4	-1	1	-12	0	1	1
O=c1onc(-c2ccc(Cl)cc2)n1Cc1ccc(F)cc1	1	0.6	9	-3	44	1	46	-7	1	0.9
O=C(CSc1nc2ccccc2n1Cc1ccccc1)N/N=C/c1ccco1	1	0.9	26	-3	6	0.9	50*	-10	0.8	0.7
COc1ccccc1N1CCN(CCCCOc2ccc(F)cc2)CC1	1.1	1	12	-11	4	1	-6	-10	0.9	0.9
O=C(CN(Cc1ccccc1F)S(=O)(=O)c1ccc(Cl)cc1)NCCCO	1	1.1	10	-3	-8	1	-6	-13	1	0.9
C(=N\n1cnnc1)/c1ccccn1	1.1	0.9	10	-6	9	1	-4	-10	0.9	0.9
CCCn1nc(C(=O)Nc2ccc3nc(C)sc3c2)c2ccccc2c1=O	1	1	20	0	1	0.8	80*	-4	0.8	0.8
O=c1nc(-c2ccccc2)cc(C(F)(F)F)[nH]1	1	1.1	10	2	-7	0.9	-6	-4	0.9	0.9
CCC(C)NC(=O)CSC1=Nc2ccccc2C2=NC(CCC(=O)NCc3ccco3)C(=O)N12 (configuration not stated)	1	1.1	2	-2	-8	1	-7	-11	1	1
COc1ccccc1N1CCN(C(=O)C(NS(=O)(=O)c2cccs2)c2ccccc2)CC1 (configuration not stated)	1	1	16	0	-2	1	14	-6	0.9	0.8
COc1ccccc1-c1cc(C(=O)Nc2cc(C)nn2-c2ccccc2)no1	1.1	0.9	2	-10	8	0.9	-4	-13	0.9	1
CC1CCN(C(=O)CNS(=O)(=O)c2ccc(Br)s2)CC1	1	0.6	-8	-4	44	1.1	-2	-8	1	1.1
Cc1cccc(-c2nsc(SCC(=O)Nc3nccs3)n2)c1	1	1	5	-2	-1	1	0	-12	0.8	1
Cc1cccc(C)c1Nc1c(-c2ccccn2)nc2ccccn12	1	1.1	-10	-5	-5	1.1	100*	-36	1.1	1.1
COC(=O)CNc1c(-c2ccccc2)nc2ccc(Br)cn12	1	0.9	1	-2	14	1.1	6	-16	1	1
Cc1cccc(NC(=O)CSc2nnc(-c3n[nH]c4ccccc34)o2)c1	1	0.9	18	-4	6	0.9	2	-11	0.8	0.8
CCOC(=O)C1=C(c2ccccc2)NC(=O)NC1c1ccc(O)c(OCC)c1 (configuration not stated)	1	1.1	9	2	-5	0.8	-4	-8	1	0.9
COc1ccc2c(c1OC)C(=O)OC2Nc1nc(-c2ccccc2)cs1 (configuration not stated)	1.1	0.9	20	-6	11	0.8	100*	-10	0.8	0.8
COc1ccc(C2CC(c3c(Cl)cccc3Cl)n3nc(N)nc3N2)cc1 (configuration not stated)	1	0.9	47	-3	12	0.4	-5	-10	0.6	0.5
CCCc1[nH]nc2c1C(c1ccc(O)c(OC)c1)C(C#N)=C(N)O2 (configuration not stated)	0.6	0.4	18	40	x	0.8	80*	38	0.9	0.8
Nc1nc2n(n1)C(c1ccc(Cl)cc1)CC(c1ccc(F)cc1)N2 (configuration not stated)	1	1	5	1	0	0.9	-2	13	1	0.9
O=S(=O)(c1cccc(NC(=S)NCc2ccco2)c1)N1CCOCC1	1	1	6	0	-4	1.1	32	-7	1	0.9
CCc1ccc2nc3sc(C(=O)Nc4nnc(CC)s4)c(N)c3cc2c1	1	1	26	3	0	0.8	-2	10	0.9	0.7
Nc1nnc(-c2ccc(Cl)cc2Cl)s1	1.1	0.9	8	-8	6	1	-1	-7	0.9	0.9
Cn1c2c(c(=O)n(C)c1=O)CN(CC1CCCO1)CN2 (configuration not stated)	1	1	9	-3	2	0.9	-6	-11	1	0.9
COc1ccc(-c2nn(-c3ccccc3)cc2/C=N/N=C(N)N)cc1OC	1	1	-8	-2	2	0.9	46	-1	0.9	1.1
COc1ccc(-n2nnc3c(SCC(=O)OCc4ccccc4)ncnc32)cc1	1	0.9	11	-3	6	1	0	-8	1	0.9
Nc1nc2ccc(C(=O)Nc3ccccc3)cc2s1	1	0.9	9	-4	8	1	-3	-9	0.9	0.9
Cc1ccc(C2=CC(c3cccs3)n3nnnc3N2)cc1 (configuration not stated)	1.1	0.5	-12	-5	46	1.1	2	-10	1	1.1
COc1ccc(NS(=O)(=O)c2cccc(NC(=O)c3ccc(Cl)nc3)c2)cc1	1.1	1	31	-6	-1	0.9	61*	-9	0.9	0.7
Cn1c2c(c3ccccc31)CC/C2=N\O	1	0.9	-4	1	10	1	-4	-9	1	1
COc1ccc(C[C@@H]2CN3C(=NC[C@@H]3C)N2C[C@H](C)NC(=O)c2ccc(C)c(Br)c2)cc1	1.1	1.3	-8	-5	-31	1	47	-6	1.1	1.1
O=C(NCCCn1ccnc1)c1ccc(Br)o1	1	1	-5	2	1	1.1	2	23	1	1.1
Cc1ccc(/C=C/C(=O)Nc2ccc(S(=O)(=O)Nc3ncccn3)cc2)cc1	1	1.2	6	-3	-20	0.8	1	-8	1	0.9
COc1ccc(C(C)=O)cc1CSc1nnc(Nc2c(C)cccc2C)s1	1	1.1	14	0	-9	1	13	-26	1	0.9
